# Source: PubChem BioAssay
# Tat export inh = E. coli Tat transport inhibition | E. coli MC4100 TorA-mCherry Tat export, fluorescence | inhibition, % at 10 µM | 0.036% of 340,000 active;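 active = mean replicate inhibition at least 50% and at least half of replicates individually reaching 50%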;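 also: exported cargo escapes ClpAP degradation while cytoplasmic cargo is degraded and loses fluorescence; 0% = median of neutral control wells and 100% = median of NaSCN control wells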
# phage Ecoli inh = E. coli growth loss with phage present. growth absorbance. inhibition, % at 11.9 µM. AID 651602. 0.26% of 360,000 active; in the data active = inhibition above about 11%
# PKA-R1A act = PKA-R1A complex activation; activation, % at 11.4 µM; P00514+P68181; PKA-R1A dissociation, Cy5-IP20 fluorescence polarization; scaled: DMSO 0%, 113 µM cGMP 100%; 0.083% of 340,000 active; AID 504707;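 active = percent activation above the mean of all tested compounds plus 3 SD, cut at about 19% in these data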;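 also: higher means more PKAc released from R1A so a rise in polarization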
# AddAB inh = less growth of phage-infected E. coli with AddAB. AID 435030. E. coli expressing H. pylori AddAB, absorbance growth. 0.29% of 330,000 active. inhibition, % at 11.9 µM; in the data active = inhibition above about 12%;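 also: 0% = vehicle wells of infected cells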
# DAGLB inh = diacylglycerol lipase beta (human) inhibition; Q8NCG7; HEK293T DAGLB membrane lysate, EnzChek fluorogenic substrate; inhibition, % at 5.17 µM; 0.059% of 340,000 active; AID 504411; in the data active = inhibition above about 34%;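 also: 0% = enzyme with vehicle and 100% = wells lacking enzyme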
# SUMO Mot1 rescue = inhibitors of SUMOylation pathway: yeast Mot1-301 growth rescue; S. cerevisiae Mot1-301 growth rescue, ATP luminescence, 38.5C; percent above DMSO median, 100 means doubled; growth rescue, % at 18.8 µM; 1% of 320,000 active; AID 2716;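 active = every valid replicate shows activation above 250% relative to neutral control wells; inactive = the rest, any valid replicate at or below 250%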;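 also: OY570 slx delta 5 strain wells were the positive control but not used for scaling; some compounds called inactive have numbers as strong as hits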
# CDK5 p35 inh = inhibitors of human CDK5/p35 kinase; inhibition, % at 10 µM; 0.01% of 330,000 active; Q00535+Q15078; Recombinant CDK5/p35, ADP-Glo luminescence, 60 min;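 active = highest replicate inhibition of at least 50% and at least 75% of replicates reaching 50%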;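 also: plate controls were DMSO neutral control for no effect and GW8510 at 10 µM for full effect; many of its hits are not listed in these tables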
# Target sequence (Q00535 whole entry, looked up): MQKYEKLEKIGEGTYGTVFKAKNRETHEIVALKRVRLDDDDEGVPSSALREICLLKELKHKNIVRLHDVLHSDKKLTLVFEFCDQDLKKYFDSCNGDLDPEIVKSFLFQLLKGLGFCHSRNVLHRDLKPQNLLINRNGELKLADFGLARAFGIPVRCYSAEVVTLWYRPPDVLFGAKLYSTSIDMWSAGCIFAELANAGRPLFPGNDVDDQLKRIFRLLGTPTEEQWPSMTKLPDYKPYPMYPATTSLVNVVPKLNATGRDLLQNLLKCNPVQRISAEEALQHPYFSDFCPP
# Target sequence (Q15078 whole entry, looked up): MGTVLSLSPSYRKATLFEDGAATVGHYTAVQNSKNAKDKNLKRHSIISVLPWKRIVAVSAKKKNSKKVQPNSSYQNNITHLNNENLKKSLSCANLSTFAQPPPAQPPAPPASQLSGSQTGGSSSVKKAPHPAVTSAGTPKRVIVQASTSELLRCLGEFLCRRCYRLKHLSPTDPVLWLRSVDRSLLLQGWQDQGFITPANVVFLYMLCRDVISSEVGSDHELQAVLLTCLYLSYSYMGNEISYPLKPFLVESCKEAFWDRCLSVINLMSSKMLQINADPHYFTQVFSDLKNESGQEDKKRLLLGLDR
# PKA-R2B act = activates the human PKA-R2B holoenzyme complex | P22694+P31323 | PKA-R2B holoenzyme dissociation, Cy5-IP20 fluorescence polarization; R2B truncated from residue 108, S112A mutant; 0% DMSO only, 100% 113 µM cGMP | activation, % at 11.4 µM | 0.079% of 340,000 active | AID 504700;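 active = activation above a cutoff set at the mean over all compounds plus 3 SD, cut at about 18% in these data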;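 also: higher means more holoenzyme dissociation and a rise in polarization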
# HTR5A ag = HTR5A agonism, opioid heterodimer counter-screen. P47898. HTR5A agonist assay, luminescence, cell-based. activation, % at 9.3 µM. 0.61% of 340,000 active. AID 504692; in the data active = activation mostly above about 9.5%, no sharp cut-off; inactive = mostly below about 7.6%;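 also: 0% = cells with vehicle only and 100% = reference agonist; strong numbers were not always called active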
# Target sequence (P47898 whole entry, looked up): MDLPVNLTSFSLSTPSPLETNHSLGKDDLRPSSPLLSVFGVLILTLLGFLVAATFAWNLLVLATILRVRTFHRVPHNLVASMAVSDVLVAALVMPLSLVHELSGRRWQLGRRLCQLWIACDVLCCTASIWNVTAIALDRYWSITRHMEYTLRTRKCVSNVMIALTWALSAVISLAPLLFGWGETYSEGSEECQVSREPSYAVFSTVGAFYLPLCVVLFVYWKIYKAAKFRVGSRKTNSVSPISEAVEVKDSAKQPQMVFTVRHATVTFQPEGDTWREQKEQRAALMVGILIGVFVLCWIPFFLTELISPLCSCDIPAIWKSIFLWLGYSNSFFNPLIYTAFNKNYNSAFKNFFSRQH
# Ecoli viability = counter-screen for AddAB inhibitors: E. coli growth inhibition; 0.27% of 330,000 active; AID 449728; E. coli V3065 growth, OD600 absorbance, 18 h; inhibition, % at 11.9 µM;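 active = inhibition above the campaign's mean inhibition across all tested compounds plus 3 SD, cut at about 9.9% in these data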;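 also: uninfected addAB+ strain grown without phage in ampicillin broth; 0% = DMSO wells and 100% = ciprofloxacin 0.95 µg/ml wells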
# HTR5A inv ctr = inverse agonist of human HTR5A in OPRM1-OPRD1 counter-screen | inhibition, % at 9.3 µM | 0.083% of 340,000 active | P47898 | AID 504634 | HTR5A cell line, luminescence, inverse agonism; in the data active = inhibition mostly above about 23%, no sharp cut-off; inactive = mostly below about 18%;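 also: 0% = cells with DMSO and 100% = no-cell wells with DMSO; some compounds called inactive have numbers as strong as hits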
# * marks the source's active call; other numbers are inactive results; nt = not tested or not shown. An unsorted share of the library, and some 2.3% of all compounds hit somewhere here.
Molecule,Tat export inh,phage Ecoli inh,PKA-R1A act,AddAB inh,DAGLB inh,SUMO Mot1 rescue,CDK5 p35 inh,PKA-R2B act,HTR5A ag,Ecoli viability,HTR5A inv ctr
COCCN(C(=O)CSc1nc2ccccc2c(=O)n1CC(C)C)c1c(N)n(Cc2ccccc2)c(=O)[nH]c1=O,2,4.1,-11,1.8,1,-4,-0.5,3,-5,0.7,12
O=C(Nc1ccccc1C(=O)O)C1=NN=CC1,-5,-0.2,5,1.9,1,8,0.9,-1,1,-0.5,-3
Cc1ccc(NC(=O)Cn2nnc(C(=O)NCCc3ccccc3)c2N)c(C)c1,9,nt,-17,4.0,2,3,1.1,-14,2,-1.4,-32
Cc1ccccc1NC(=O)Cn1c(C)nc2ccc(NC(=O)C3CC3)cc2c1=O,2,-2.4,2,2.1,2,2,2.2,4,-3,2.1,7
CC(C)N(C(=O)Cn1cnc2c(cnn2-c2ccccc2Cl)c1=O)C(C)C,-14,nt,2,1.3,-1,-26,-0.5,1,-2,0.5,3
COc1cc(NC(=O)c2ccccc2)cc(OC)c1,1,2.3,-4,-0.2,-1,22,0.7,6,5,-1.1,-10
CCc1ccc(NC(=O)COC(=O)c2nc3nc(C)cc(C)n3n2)cc1,3,1.3,14,0.1,-4,27,-1.3,6,6,1.3,12
O=c1c2ccccc2n(CC(O)CN2CCOCC2)c2ccccc12 (stereo not given),-6,1.7,7,0.2,-2,9,0.5,8,-2,3.3,8
O=C(CCC(=O)N1CCc2ccccc2C1)N1CCN(S(=O)(=O)c2ccccc2)CC1,8,2.9,6,-0.2,0,-3,-0.5,2,1,0.2,-5
CN(CC(=O)Nc1cccc(F)c1)C(=O)CCC1CCCCC1,1,1.0,-6,0.7,-4,-5,-0.7,-3,3,-0.6,-9
O=C1OC(c2ccccc2)Cc2cc(C(=O)N3CCN(c4ccc(F)cc4)CC3)ccc21 (stereo not given),7,-0.5,6,nt,1,nt,-1.4,-15,-5,nt,-2
COc1cccc2cc(C(=O)OCC(=O)N3CC(C)OC(C)C3)c(=O)oc12 (stereo not given),-1,7.3,6,-0.2,3,-11,-0.2,8,2,-0.3,-6
CNC(=S)NNC(=O)c1c(C)nc2cc(C)ccn12,1,-3.1,12,0.6,-2,1,-1.6,1,-2,-1.2,-35
CCN(Cc1ccncc1)C(=O)c1cc(COc2ccc(F)cc2F)on1,3,1.3,-11,3.2,-3,nt,-4.0,7,1,0.9,-3
Cc1cc(C)c(S(=O)(=O)Cc2ccccc2)c(=O)[nH]1,-3,7.1,21*,0.3,-4,-10,-0.7,-4,3,1.0,-7

# Additional structures.
Molecule,Tat export inh,phage Ecoli inh,PKA-R1A act,AddAB inh,DAGLB inh,SUMO Mot1 rescue,CDK5 p35 inh,PKA-R2B act,HTR5A ag,Ecoli viability,HTR5A inv ctr
Cc1cc(N)n2nc(C)c(-c3ccccc3)c2n1,1,1.7,-11,1.0,-1,-21,-1.7,3,0,1.0,-16
Cc1ccc(S(=O)(=O)NCCCCCC(=O)Nc2ccccc2C)cc1,2,2.4,11,-0.2,-1,40,2.0,-1,0,-1.0,13
CCCC1CC(C)(/C(C)=N\NC(N)=S)OC1=O (stereo not given),-4,2.8,10,3.1,0,-9,-0.5,7,-2,0.8,-22
COc1ccc(-n2cnnc2SCC(=O)NC2CCS(=O)(=O)C2)cc1 (stereo not given),-8,0.7,3,1.9,-4,nt,-1.1,-2,0,1.8,1
COC(=O)c1ccc(/C(O)=C(\C#N)c2nc3ccccc3s2)cc1,1,-0.5,-4,5.4,-4,65,0.2,0,5,0.8,-25
COc1ccc(N(CC(=O)NCc2ccccc2C)S(=O)(=O)c2ccccc2[N+](=O)[O-])c(OC)c1,1,1.1,1,0.2,-6,9,-0.8,-7,1,-1.2,-4
COc1ccc(OC)c(C2CC(=O)NC(SC)=C2C#N)c1 (stereo not given),7,2.5,-3,4.0,2,-26,-2.7,-5,-2,0.7,6
CSc1sc(C(=O)NNC(C)=O)c2c1C1(CCC2)SCCS1,-8,-0.9,-3,0.0,-3,-1,-0.6,0,8,-0.6,-12
COc1cccc(C2c3[nH]c4ccccc4c3C[C@H]3C(=O)N(c4ccccc4C(=O)NCCCN4CCOCC4)C(=O)N23)c1 (stereo not given in full),10,-0.5,6,3.5,1,-10,-1.1,6,-2,-1.5,11
Cc1ccc(C)c(NC(=S)N/N=C2/CCCCc3ccccc32)c1,7,3.5,-9,7.2,-13,9,-1.2,-7,-14,-0.1,33
O=C(Nc1ccc2c(c1)OCO2)C1CCN(C(=O)c2ccc(Br)cc2)CC1,6,1.7,-6,4.8,0,-10,-2.7,9,3,3.9,2
COc1ccc(C(=O)COC(=O)c2ccn(C)n2)cc1,-10,-0.1,5,0.2,-1,-3,0.6,4,-2,-0.4,6
CCC1(c2ccc(F)cc2)NC(=O)N(CC(=O)N(CCC#N)c2ccccc2)C1=O (stereo not given),7,0.4,7,3.5,-1,105,0.1,-7,-8,2.5,1
COc1ccc(-c2nnc(-c3cccs3)o2)cc1OC,-3,1.9,5,-0.3,-3,-20,0.7,-4,0,-0.7,-22
CC(OC(=O)c1ccc2c(=O)n3c(nc2c1)CCC3)C(=O)Nc1ccc(C(N)=O)cc1 (stereo not given),-13,2.1,-2,-0.4,-2,nt,0.6,3,-1,-2.6,2

# More entries:
Molecule,Tat export inh,phage Ecoli inh,PKA-R1A act,AddAB inh,DAGLB inh,SUMO Mot1 rescue,CDK5 p35 inh,PKA-R2B act,HTR5A ag,Ecoli viability,HTR5A inv ctr
CCOC(=O)c1c(C)n(C)c2ccc(OC(C)C(=O)OC)cc12 (stereo not given),2,2.1,-4,-1.9,1,16,0.6,6,0,-2.5,15
CCCC(=O)N1CCCC(C(=O)c2ccc(OC)c(OC)c2)C1 (stereo not given),0,2.3,6,3.5,-2,5,0.7,2,-3,1.2,13
Cc1c(Br)c([N+](=O)[O-])nn1C(C)C(=O)Nc1ccc2c(c1)OCO2 (stereo not given),3,1.3,-5,4.5,-1,11,1.4,-7,-4,2.7,-4
CCc1ccc(S(=O)(=O)/N=C2\C=C(NS(=O)(=O)c3ccccc3)C(=O)c3ccccc32)cc1,7,2.9,1,nt,25,nt,2.0,5,-5,nt,19
CCCCC(=O)Nc1ccc2c(c1)oc1ccccc12,5,0.9,3,0.2,-8,26,0.8,-5,-2,1.8,5
CC(CCc1ccccc1)NC(=O)c1ccc(C(=O)NC(C)CCc2ccccc2)cc1 (stereo not given),-12,3.3,-18,1.9,2,1,0.1,2,2,-2.2,-9
CCCN(CC1CC1)C(=O)CCc1nnc(CCc2c[nH]c3ccccc23)o1,-10,4.5,4,-0.1,-2,-13,1.4,-12,3,-1.5,-3
Cc1c(C2(c3c(C)n(C)n(-c4ccccc4)c3=O)C(=O)Nc3ccc(F)cc32)c(=O)n(-c2ccccc2)n1C,1,1.4,-11,1.9,-1,13,-0.3,10,4,0.9,25
Cc1cc(C)c(S(=O)(=O)N2CCCCC2)c(C)c1N(C)S(=O)(=O)c1ccc(Cl)cc1,9,3.1,-4,2.5,-16,10,0.5,-13,-6,-2.0,-4
CN(C)c1cccc(C(=O)N2CCC(n3nccc3NC(=O)C3CCOC3)CC2)c1 (stereo not given),4,-0.9,-3,2.2,-3,-5,-1.2,1,-2,-0.4,-4
Oc1ccccc1N1CCN(Cc2ncc(-c3ccccc3)o2)CC1,-4,0.5,-2,2.7,-1,-30,2.6,-5,-5,1.0,-6
Cc1cc(F)ccc1Oc1cc(NN2CCCCC2)c([N+](=O)[O-])cc1[N+](=O)[O-],2,-0.6,13,1.3,1,206,-2.7,2,3,0.5,19
CCCNC(=O)C(Cc1cccc(Cl)c1)NC(=O)c1ccccc1 (stereo not given),-9,3.2,3,-0.1,-4,-13,-0.3,-5,3,2.5,1
COc1ccccc1NC(=O)Nc1ccc(-n2ccc(C(F)(F)F)n2)cc1,7,1.5,0,5.0,-1,-5,-0.2,-18,-2,3.2,-15
Cc1cccc(C)c1OCc1nnc(SCC(=O)Nc2ccc(N3CCOCC3)cc2)o1,5,-0.5,9,3.5,1,-9,1.2,-8,5,-0.7,-2

# Additional structures follow:
Molecule,Tat export inh,phage Ecoli inh,PKA-R1A act,AddAB inh,DAGLB inh,SUMO Mot1 rescue,CDK5 p35 inh,PKA-R2B act,HTR5A ag,Ecoli viability,HTR5A inv ctr
COc1ccc(-c2cc(C(=O)N(C)CC(=O)Nc3cccc(F)c3)c3ccccc3n2)cc1,28,3.0,-11,-0.8,1,-11,-1.0,-8,0,-0.2,-4
COC(=O)NNC1=CC(=O)CC(C)(C)C1,-15,2.3,-15,1.2,0,216,0.9,2,-5,0.5,16
CCOC(=O)N1C2=NC(C(=O)OC)=C(C(=O)OC)[C@@H]3Nc4ccccc4[C@]23C[C@H]1C(=O)OC,-7,2.4,8,-1.6,2,10,-0.4,-9,3,-0.6,-9
CCC(=O)Nc1ccc(S(=O)(=O)N2CCN(c3ccc(F)cc3)CC2)cc1,1,-0.3,-10,0.8,4,-4,1.9,-8,5,-1.1,-8
Cc1cccc(NC(=O)CN2CCc3cc4c(cc3C2C)OCCCO4)c1 (stereo not given),5,0.6,1,3.4,-5,82,1.5,2,1,-3.1,12
N#CC1=CN(Cc2ccccc2)C=C(/C=N/Nc2ccccc2)C1,8,3.5,-13,-0.7,8,76,-2.8,-3,6,0.3,-6
CNc1cc(N2CCCCCC2)ccc1[N+](=O)[O-],1,1.8,3,1.1,2,-23,1.2,3,-3,1.6,8
COc1cccc(C(=O)NNC(=O)C(=O)Nc2cccc3ccccc23)c1,2,-1.1,-2,-2.5,1,5,0.9,-5,1,-2.6,-4
Cc1c(NC(=O)c2ncn[nH]2)cccc1-c1nc2ccccc2s1,-8,0.4,-10,1.3,0,17,-0.4,-8,0,-0.6,-2
COC(=O)C1CCN(C(=O)c2ccc3nc(-c4cccc(OC)c4)oc3c2)CC1,1,2.2,1,-0.6,1,-7,0.9,2,8,-1.2,-1
CC(C)c1nnc(NC(=O)CCN2C(=O)c3ccccc3C2=O)s1,-5,2.0,1,2.5,0,-1,-2.7,7,-1,1.4,-3
CCCC1(C)C(C#N)C(=O)NC(=O)C1C#N (stereo not given),-5,2.9,-1,nt,4,nt,0.9,4,0,nt,-2
COc1ccccc1N1CCN(c2cc(N3CCCC3)nc(C)n2)CC1,0,-0.6,0,2.0,-1,56,-1.5,-4,-5,-2.4,-13
CC(C)OC(=O)c1c(N)sc2c1CCCC2,6,3.8,-5,-0.3,0,1,-2.2,-2,1,0.8,-43
CCc1nnc2sc(-c3ccc(NC(=O)c4ccco4)cc3)nn12,6,-1.0,0,-0.7,-1,-5,1.3,7,-1,0.1,2
CN(C)c1ccc(-n2cc3c(=O)n(C)c(=O)n(C)c3c2)cc1,-2,2.0,4,3.8,0,20,2.6,-8,-5,-1.5,5
COc1ccc(C(=O)C(C)OC(=O)CCN2C(=O)C3CC=CCC3C2=O)cc1 (stereo not given),-8,2.1,1,0.4,1,0,-2.8,-12,-2,0.0,-3
